FEN1 inh: blocks human flap endonuclease 1. Recombinant FEN1 flap cleavage, fluorescence, 15 min. 390,000 tested, 0.35% active. Potency, µM (doses to about 114 µM), for inactives: top-dose activity change, negative = inhibition, actives largely listed as inhibitors; also: nearly all actives have a fitted effect of over 65% in size
Target sequence (P39748 whole entry, looked up): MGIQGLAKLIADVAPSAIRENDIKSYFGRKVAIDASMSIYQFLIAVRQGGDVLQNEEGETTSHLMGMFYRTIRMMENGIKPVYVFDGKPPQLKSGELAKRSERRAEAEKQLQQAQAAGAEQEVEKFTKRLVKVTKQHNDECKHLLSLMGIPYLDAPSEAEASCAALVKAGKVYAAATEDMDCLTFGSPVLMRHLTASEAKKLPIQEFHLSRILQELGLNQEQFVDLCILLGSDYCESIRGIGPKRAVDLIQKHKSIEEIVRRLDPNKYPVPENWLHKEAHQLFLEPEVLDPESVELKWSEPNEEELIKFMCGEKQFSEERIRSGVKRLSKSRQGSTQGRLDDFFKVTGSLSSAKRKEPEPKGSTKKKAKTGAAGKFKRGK
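With each library titrated from low to high concentration, compounds met 10 nM FEN1 for 15 min at room temperature before 50 nM substrate was added; readings at 0 and 15 min fed four-parameter Hill curve fits.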
N370S GC: inhibits or activates N370S mutant glucocerebrosidase | AID 2101 | Potency, µM (titrated, usually from 59.4 µM), for inactives: at the highest dose activity change, negative = inhibition, most hits filed as inhibitors | P04062 | 330,000 tested, 0.092% active | N370S GC spleen homogenate, 4MU-glucoside fluorescence;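 also: 0% = full enzyme activity and -100% = no enzyme basal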
KAT2A inh: GCN5L2 (KAT2A) acetyltransferase inhibition. Potency, µM (titrated, usually from 58.9 µM), inactives show at the top dose activity change, negative = inhibition, actives largely listed as inhibitors. GCN5L2 HAT assay, ThioGlo1 CoA-SH fluorescence. 390,000 tested, 0.21% active
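Preincubate 20nM GCN5L2 with compound 15 min, RT → add 50uM ThioGlo1 + 75uM H3(1-25) + 70uM acetyl-CoA → read fluorescence 0 and 20 min. Primary qHTS; fluorescent artifacts likely.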
Active calls of the source: *; ? = inconclusive; nt = no result given; & = joins results of further samples; [ ] = dose if it differs, or a comment. Calls follow the shape of the dose curve; as a rule, active = well fitted curve in the direction sought with a large enough effect; inconclusive = small, poorly fitted or top-dose-only effect, or another doubt; inactive = no such curve, though single readings can be large; an effect the other way counts as inactive or inconclusive. Unless noted, % is scaled to controls: 0 for no effect and ±100 for the full control effect; potency is read from the fitted curve at half-maximal effect. Rows were taken by chance. Share with any hit: about 0.54%.

N370S GC	FEN1 inh	KAT2A inh	canonical_smiles
8%	4%	-14%	Cc1ccc(N=Cc2c(O)[nH]c3ccccc23)c([N+](=O)[O-])c1
-13%	1%	-7%	CC(C)c1ccc(NC(=O)C(c2ccc3c(c2)OCO3)N2CCN(C(=O)c3ccco3)CC2)cc1 (stereo not drawn)
12%	4%	-15%	COc1ccc(C(O)c2nc3ccccc3n2C(C)C)cc1 (stereo not drawn)
nt	-1%	-9%	COc1cc(C(=O)Nc2ccc3[nH]c(=O)sc3c2)cc(OC)c1OC
5%	16%	-7%	O=C(O)C1CCN(C(=O)COc2ccc3c4c(c(=O)oc3c2)CCCC4)CC1
nt	-3%	-4%	COc1cccc(Cn2c(CNC(=O)CCc3ccccc3)nc3cccnc32)c1
-4%	13%	4%	NNC(=S)NCc1ccc2c(c1)OCO2
nt	11%	-7%	Cc1cc(C)c(NC(=O)C(C)n2nnc3sc4c(c3c2=O)CCCC4)c(C)c1 (stereo not drawn)
3%	-9%	-2%	COc1cccc(CN2CCN(Cc3cccc4nonc34)CC2CCO)c1 (stereo not drawn)
nt	2%	-1%	COc1ccc(CC(=O)OCC(=O)NC2CCCCC2)cc1OC
7%	5%	-9%	CN1CCN(C(=O)c2ccc3nc(-c4ccccc4)c(-c4ccccc4)nc3c2)CC1
0%	-20%	-28%	COc1ccc(S(=O)(=O)Nc2cc3[nH]c(=O)oc3cc2C)cc1
-14%	2%	-2%	COC(=O)c1cc(C(=O)Nc2nc3ccccc3[nH]2)cc([N+](=O)[O-])c1
10%	-15%	-2%	CCn1c(SCC(=O)N/N=C(/C)c2ccncc2)nc2ccccc21
20%	nt	-3%	O=c1c(-c2ccccc2)nc2cnc(N3CCOCC3)nc2n1Cc1cccs1
6%	11%	2%	c1ccc(CSc2nnc(-c3cccnc3)o2)cc1
?	nt	-20%	COc1ccc(/C=C/C(=O)c2ccc(O)cc2O)cc1OC
-2%	8%	-7%	CCOC(=O)COc1ccc2c(C)cc(=O)oc2c1C(=O)c1ccccc1
nt	12%	2%	CN(C(=O)COC(=O)C1CCN(S(=O)(=O)c2ccc(Cl)cc2)CC1)C1CCS(=O)(=O)C1 (stereo not drawn)
nt	9%	-21%	Cc1c(C)n(Cc2ccccc2)c2ccc(C(=O)NC(C)c3ccccc3)cc12 (stereo not drawn)
-1%	-5%	-6%	CC1=CSC2=NC(C(F)(F)F)(C(F)(F)F)NC(=O)N12
-4%	13%	-5%	Cc1ccc(S(=O)(=O)CC(=O)Nc2ccc3nc(C)sc3c2)cc1
6%	-2%	0%	O=C1c2ccccc2C(=O)N1CCN1CCc2ccccc21
nt	2%	-3%	O=C(COC(=O)c1ccc(F)cc1F)NCc1ccc2c(c1)OCO2
6%	?	-13%	O=[N+]([O-])c1cc(Cc2ccccc2)cc(C=Nc2ccc(N3CCOCC3)cc2)c1O
-6%	2%	-2%	COc1ccc(CN(CC(=O)NC2CCCCC2)C(=O)CCC(=O)Nc2nccs2)cc1
2%	8%	1%	CCOc1cccc(C(=O)Nc2nc(-c3ccc(S(=O)(=O)N4CCOCC4)cc3)cs2)c1
16%	nt	-19%	COc1cccc(Cn2c(=O)c(-c3ccc(F)cc3)nc3cnc(N(C)C)nc32)c1
2%	nt	-4%	COc1ccc(-c2csc(NC(=O)COC(=O)c3ccc(Br)o3)n2)cc1
4%	-10%	-9%	Cc1cccc(NC(=O)Nc2ccccc2[N+](=O)[O-])n1
-21%	nt	2%	C#CCOCCOCCOCCNc1nc(N2CCN(C(=O)[C@H]([C@@H](C)CC)n3cc([C@@H](N)Cc4ccc(O)cc4)nn3)CC2)nc(N2CCN(C(=O)[C@H](Cc3cc4ccccc4[nH]3)n3cc([C@@H](N)C(C)CC)nn3)CC2)n1 (stereo partly drawn)
1%	nt	-11%	O=C(c1ccco1)N1CCC[C@@]2(CCN(c3ncccn3)C2)C1
-5%	-29%	-10%	COc1ccccc1-c1cn[nH]c1-c1ccc(OCc2ccc(F)cc2)cc1O
-12%	nt	-5%	O=C(CCNS(=O)(=O)c1ccccc1)N1CCN(C(c2ccccc2)c2ccccc2)CC1
-7%	0%	-9%	CCOC(CNc1ncnc2c1cnn2C)OCC
nt	12%	0%	Cc1cccc(-c2nc(CS(=O)CC(=O)NCc3ccc(Cl)cc3)c(C)o2)c1 (stereo not drawn)
5%	1%	-6%	Cc1ccc(-n2nnnc2-c2cccc(C)c2)cc1
nt	-16%	-4%	CCN(c1ccccc1)S(=O)(=O)c1ccc(C(=O)NCCCN2CCOCC2)cc1
-1%	12%	?	Cc1cc(-c2cc(-c3ccc(Cl)cc3)nc(N)c2C#N)co1
7%	-4%	0%	O=C(Cn1cnc2c(nnn2Cc2ccc(Cl)cc2)c1=O)NCC1CCCO1 (stereo not drawn)
nt	1%	6%	Cc1nc(N2CCOCC2)c2c(C(=O)N(C)c3ccccc3)c(C)oc2n1
0%	-3%	3%	COc1cc(/C=N/N2CCCCC2)cc([N+](=O)[O-])c1O
nt	-2%	2%	CC(C)C(=O)OCc1cc(=O)n2nc(C3CCCCC3)sc2n1
2%	1%	-28%	O=C1c2cccnc2C(=O)N1Cc1ccc(S(=O)(=O)N2CCOc3ccccc32)cc1
25%	-4%	-7%	CC(=O)Nc1ccc(N2CCCCC2)c(C(=O)Nc2cccc(C)c2)c1
-14%	-20%	-25%	CCCN(CCC)S(=O)(=O)c1ccc(NC(=O)Cc2cccs2)cc1
2%	-2%	1%	OC1CCCN(Cc2ccc3c(c2)Cc2ccccc2-3)C1 (stereo not drawn)
nt	-2%	-7%	O=C(CSc1nnc(-c2ccncc2)o1)Nc1cccc(Cl)c1
-20%	28%	-16%	Nn1c(SCc2ccc(Br)cc2)nnc1-c1cccnc1
4%	2%	-3%	COc1ccc(-c2n[nH]c(=S)o2)c(OC)c1

Carrying on.
N370S GC	FEN1 inh	KAT2A inh	canonical_smiles
10%	-16%	-6%	C/C=C/C=N/NC(=O)CN(c1ccc(Br)cc1)S(=O)(=O)c1ccccc1
-2%&-3%	-3%	-23%&39%	CC1=C(C/C=C(\C)CCCC(C)CCCC(C)CCCC(C)C)C(=O)c2ccccc2C1=O (stereo not drawn)
0%	0%	0%	CCC1CO/C(=C(\C(=C(Cl)Cl)N2CCOCC2)[N+](=O)[O-])N1 (stereo not drawn)
6%	6%	?	O=C(Nc1nnc(SCCC2OCCO2)s1)C1CC(=O)N(c2ccc(F)cc2)C1 (stereo not drawn)
-11%	-6%	-20%	CCN(CC)CCNC(=S)Nc1ccc2nc(N3CCN(CC)CC3)cc(C)c2c1
-3%	-4%	1%	Cc1cccc(OCC(=O)Nc2nc3ccc([N+](=O)[O-])cc3s2)c1
16%	3%	?	Cc1c(C(C)C)c(=O)n(-c2ccc(S(=O)(=O)NC(C)C)cc2)n1C
-6%	-2%	-6%	COc1ccc(OC)c(N(CC(=O)NCCc2ccc(OC)c(OC)c2)S(=O)(=O)c2ccccc2)c1
6%	-18%	43%[activator]	COc1ccccc1-n1c(SCC(=O)NC2CCS(=O)(=O)C2)nc2cc([N+](=O)[O-])ccc21 (stereo not drawn)
11%	22%	-7%	Cc1ccc2oc(=O)c3cnn(CC(=O)N(CCC(C)C)Cc4ccco4)c3c2c1
27%	-23%	-5%	CC(Sc1nnc(-c2ccc(Cl)cc2Cl)n1Cc1ccccc1)C(=O)Nc1nccs1 (stereo not drawn)
nt	-11%	3%	COc1ccc(S(=O)(=O)N2CCN(CC(=O)N3CCc4ccccc4C3)CC2)cc1OC
?	8%	-5%	CCN(Cc1nc2ccccc2c(=O)[nH]1)Cc1nc2ccsc2c(=O)[nH]1
-1%	-4%	1%	COc1ccc(C2CC(c3ccc(C)cc3)Nc3ncnn32)cc1 (stereo not drawn)
-6%	-15%	-10%	Brc1cc2c(cc1C1Nc3ccccc3C3C=CCC31)OCO2 (stereo not drawn)
-2%	-18%	13%	COc1ccc(-c2[nH]nc3c2C(c2ccc(OC(=O)N4CCOCC4)cc2)C(C#N)=C(N)O3)cc1 (stereo not drawn)
0%	9%	-2%	Cc1ccccc1NN1C(=O)C=CC1=O
-5%	-16%	-24%	CSc1cccc(NC(=O)CC2Oc3ccccc3NC2=O)c1 (stereo not drawn)
nt	-8%	-6%	Cc1ccc(-n2ncc3c(N4CCN(CCO)CC4)ncnc32)cc1Cl
?	-6%	-20%	COc1ccccc1[C@H]1C(c2cccc(C)c2)=NN(c2ccccc2)[C@@H]1CO
2%	-3%	-2%	CSc1nc(Oc2ccc(Cl)cc2)c2sccc2n1
nt	-1%	-1%	Cc1cccc(NC(=O)COC(=O)[C@@H]2CCCN2C(=O)c2cccs2)c1
-7%	16%	-1%	O=C(O)/C=C/C(=O)Nc1ccc(SC(F)(F)C(F)(F)C(F)(F)F)cc1
-22%	-8%	0%	CN1C(=O)C(C)(C)c2cc(S(=O)(=O)N3CCCC(C(=O)NCc4ccccc4Cl)C3)ccc21 (stereo not drawn)
7%	20%	-6%	CCOc1ccccc1OCCC(=O)OCC(=O)c1ccc[nH]1
1%	13%	-5%	COc1ccc(Cc2nc(-c3cccs3)no2)cc1OC

Arranged by SMILES length (rising): some entries from above
N370S GC	FEN1 inh	KAT2A inh	canonical_smiles
0%	9%	-2%	Cc1ccccc1NN1C(=O)C=CC1=O
2%	-3%	-2%	CSc1nc(Oc2ccc(Cl)cc2)c2sccc2n1
4%	2%	-3%	COc1ccc(-c2n[nH]c(=S)o2)c(OC)c1
1%	13%	-5%	COc1ccc(Cc2nc(-c3cccs3)no2)cc1OC
-5%	-16%	-24%	CSc1cccc(NC(=O)CC2Oc3ccccc3NC2=O)c1 (stereo not drawn)
7%	20%	-6%	CCOc1ccccc1OCCC(=O)OCC(=O)c1ccc[nH]1
-6%	-15%	-10%	Brc1cc2c(cc1C1Nc3ccccc3C3C=CCC31)OCO2 (stereo not drawn)
-1%	-4%	1%	COc1ccc(C2CC(c3ccc(C)cc3)Nc3ncnn32)cc1 (stereo not drawn)
nt	-8%	-6%	Cc1ccc(-n2ncc3c(N4CCN(CCO)CC4)ncnc32)cc1Cl
-3%	-4%	1%	Cc1cccc(OCC(=O)Nc2nc3ccc([N+](=O)[O-])cc3s2)c1
-11%	-6%	-20%	CCN(CC)CCNC(=S)Nc1ccc2nc(N3CCN(CC)CC3)cc(C)c2c1
0%	0%	0%	CCC1CO/C(=C(\C(=C(Cl)Cl)N2CCOCC2)[N+](=O)[O-])N1 (stereo not drawn)
10%	-16%	-6%	C/C=C/C=N/NC(=O)CN(c1ccc(Br)cc1)S(=O)(=O)c1ccccc1
11%	22%	-7%	Cc1ccc2oc(=O)c3cnn(CC(=O)N(CCC(C)C)Cc4ccco4)c3c2c1
27%	-23%	-5%	CC(Sc1nnc(-c2ccc(Cl)cc2Cl)n1Cc1ccccc1)C(=O)Nc1nccs1 (stereo not drawn)
?	-6%	-20%	COc1ccccc1[C@H]1C(c2cccc(C)c2)=NN(c2ccccc2)[C@@H]1CO
nt	-11%	3%	COc1ccc(S(=O)(=O)N2CCN(CC(=O)N3CCc4ccccc4C3)CC2)cc1OC
-2%&-3%	-3%	-23%&39%	CC1=C(C/C=C(\C)CCCC(C)CCCC(C)CCCC(C)C)C(=O)c2ccccc2C1=O (stereo not drawn)
-6%	-2%	-6%	COc1ccc(OC)c(N(CC(=O)NCCc2ccc(OC)c(OC)c2)S(=O)(=O)c2ccccc2)c1
-22%	-8%	0%	CN1C(=O)C(C)(C)c2cc(S(=O)(=O)N3CCCC(C(=O)NCc4ccccc4Cl)C3)ccc21 (stereo not drawn)
6%	-18%	43%[activator]	COc1ccccc1-n1c(SCC(=O)NC2CCS(=O)(=O)C2)nc2cc([N+](=O)[O-])ccc21 (stereo not drawn)
-2%	-18%	13%	COc1ccc(-c2[nH]nc3c2C(c2ccc(OC(=O)N4CCOCC4)cc2)C(C#N)=C(N)O3)cc1 (stereo not drawn)

Bioassay records (PubChem)
